N370S GC: qHTS Assay for Inhibitors and Activators of N370S glucocerebrosidase as a Potential Chaperone Treatment of Gaucher Disease; Lysosomal acid glucosylceramidase (Homo sapiens), P04062; N370S GC spleen homogenate, 4MU-glucoside fluorescence; Potency, µM (highest dose often 59.4 µM), without a hit: top-dose activity change, negative = inhibition, actives largely listed as inhibitors; 330,000 tested, 0.092% active; AID 2101, 2009;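 also: 0% = full enzyme activity and -100% = no enzyme basal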
FEN1 inhibitor: qHTS Assay for the Inhibitors of Human Flap endonuclease 1 (FEN1). P39748. Recombinant FEN1 flap cleavage, fluorescence, 15 min. Potency, µM (doses to about 114 µM), for the others: at the top dose activity change, negative = inhibition, usual class: inhibitors. 390,000 tested, 0.35% active. AID 588795, 2011; also: nearly all actives have a fitted effect of over 65% in size
Target sequence (P39748 whole entry, looked up): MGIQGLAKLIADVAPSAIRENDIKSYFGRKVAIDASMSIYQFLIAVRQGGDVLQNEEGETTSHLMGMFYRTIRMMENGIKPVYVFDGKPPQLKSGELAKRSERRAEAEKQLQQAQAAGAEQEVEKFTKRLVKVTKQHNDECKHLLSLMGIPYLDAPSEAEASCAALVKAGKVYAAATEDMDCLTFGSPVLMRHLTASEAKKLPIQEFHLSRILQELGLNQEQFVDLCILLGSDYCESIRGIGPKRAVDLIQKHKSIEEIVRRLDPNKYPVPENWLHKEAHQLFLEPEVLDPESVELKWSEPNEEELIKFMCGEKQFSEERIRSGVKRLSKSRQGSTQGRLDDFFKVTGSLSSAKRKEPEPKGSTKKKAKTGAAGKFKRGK
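Potency values derive from four-parameter Hill fits of normalized qHTS data. The reaction used 10 nM FEN1 preincubated 15 min at room temperature with compound, then 50 nM DNA substrate, read at 0 and 15 min.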
TDP1 inh: qHTS Assay for Inhibitors of Tyrosyl-DNA Phosphodiesterase (TDP1). recombinant TDP1, AlphaScreen DNA substrate cleavage. Potency, µM (series often up to 130 µM), for the others: top-dose activity change, negative = inhibition, actives largely listed as inhibitors. 350,000 tested, 0.28% active. AID 485290, 2010; also: nearly all actives have a fitted effect of over 40% in size
Target sequence (Q9NUW8 whole entry, looked up): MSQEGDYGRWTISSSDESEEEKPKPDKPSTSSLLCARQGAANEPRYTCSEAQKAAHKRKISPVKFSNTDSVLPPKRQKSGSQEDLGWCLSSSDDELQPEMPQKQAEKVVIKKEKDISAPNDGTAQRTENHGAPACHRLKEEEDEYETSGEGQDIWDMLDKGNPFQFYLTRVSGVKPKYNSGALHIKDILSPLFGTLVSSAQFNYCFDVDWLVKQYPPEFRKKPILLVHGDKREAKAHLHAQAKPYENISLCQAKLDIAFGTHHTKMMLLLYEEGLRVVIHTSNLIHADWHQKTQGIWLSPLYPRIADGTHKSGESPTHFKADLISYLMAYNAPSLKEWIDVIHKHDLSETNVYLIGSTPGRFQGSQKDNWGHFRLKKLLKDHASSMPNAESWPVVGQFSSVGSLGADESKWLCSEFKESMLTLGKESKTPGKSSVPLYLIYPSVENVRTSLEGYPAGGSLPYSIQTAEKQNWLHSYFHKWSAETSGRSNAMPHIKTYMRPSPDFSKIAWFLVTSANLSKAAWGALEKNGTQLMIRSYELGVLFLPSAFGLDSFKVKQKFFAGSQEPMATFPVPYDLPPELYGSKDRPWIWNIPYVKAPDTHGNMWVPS
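AlphaScreen read-out: signal falls as enzyme removes the 3' tyrosine-FITC from a 5'-biotinylated DNA oligo (15 nM, 5 min, RT). Enzyme was E. coli-made recombinant Tdp1 at 1 nM, exposed to compound for 15 min beforehand; beads 10 ug/ml, 10 min.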
An asterisk follows results filed as active; u = inconclusive; x = no result given; & = joins results of further samples; [ ] = dose if it differs, or a comment. Calls follow the shape of the dose curve; as a rule, active = well fitted curve in the direction sought with a large enough effect; inconclusive = small, poorly fitted or top-dose-only effect, or another doubt; inactive = no such curve, though single readings can be large; an effect the other way counts as inactive or inconclusive. Unless noted, % is scaled to controls: 0 for no effect and ±100 for the full control effect; potency is read from the fitted curve at half-maximal effect.

#1 CC(C)NC(=O)CN(C(=O)CCC(=O)Nc1ccccn1)c1ccc(F)c(Cl)c1
#2 O=C(Cn1c(=O)n(Cc2ccc(C(=O)NCc3ccc4c(c3)OCO4)cc2)c(=O)c2ccccc21)Nc1ccccc1F
#3 COc1ccc(-c2nnn(CC(=O)N(CCCO)C(C(=O)NC3CCCC3)c3ccncc3)n2)cc1 (stereo not given)
#4 O=C(CN1C(=O)NC2(CCc3ccccc32)C1=O)Nc1ccccc1OC(F)F (stereo not given)
#5 CCc1c(-c2ccccc2)nc2ccccc2c1C(=O)NCCc1ccccc1
#6 COc1ccc(NCc2nnc(SCC(=O)Nc3nc(-c4ccccc4)cs3)n2-c2ccccc2)cc1
#7 COc1ccccc1CNC(=O)c1cc2cccc3c2n1CC(C)S3 (stereo not given)
#8 CC1(C)C(=O)Nc2ccccc2N1C(=O)COc1ccc(S(=O)(=O)N2CCOCC2)cc1Cl
Assay by compound | 1 | 2 | 3 | 4 | 5 | 6 | 7 | 8
N370S GC | -6.7% | x | -3.1% | x | x | -12.5% | x | -4.3%
FEN1 inhibitor | 12.7% | -3.0% | 1.5% | -0.5% | -19.0% | 12.6% | -6.5% | -7.4%
TDP1 inh | 2.1% | -1.8% | 4.9% | 0.4% | 5.2% | -2.6% | 2.8% | -2.0%

#9 CC(=O)c1ccc(OCCCC(=O)NCC(c2ccco2)N(C)C)cc1 (stereo not given)
#10 COc1cc(NC(=O)N2CCN(c3cc(-c4noc(C)n4)ccc3C)CC2)cc(OC)c1OC
#11 CC(C)[C@H](NC(=O)C1CCC(CNC(=O)[C@@H]2CCCN2C(=O)OC(C)(C)C)CC1)C(=O)O (stereo not given in full)
#12 Cc1ccc(NC(=O)NCC2CC2(Cl)Cl)cc1 (stereo not given)
#13 COc1cc(NC(=O)c2ccco2)c(C(=O)O)cc1OC
#14 Cc1nc(NC(=O)CSC2=NCCS2)sc1C(=O)N(C)C
#15 CNC(=O)NC(=O)Cn1cnc2sc(-c3ccccc3)cc2c1=O
#16 O=C(COc1ccccc1N1C(=O)C2C3C=CC(C3)C2C1=O)c1ccccc1 (stereo not given)
Assay by compound | 9 | 10 | 11 | 12 | 13 | 14 | 15 | 16
N370S GC | -11.8% | x | -6.2% | 3.3% | 5.6% | -12.9% | 5.7% | 0.1%
FEN1 inhibitor | -3.3% | -19.8% | 3.8% | 16.3% | -4.8% | 15.9% | 2.8% | 6.1%
TDP1 inh | 2.1% | 1.1% | x | 8.1% | 2.1% | 1.2% | -5.0% | -2.7%

#17 Cc1ccc(S(=O)(=O)N(C)C)cc1NC(=O)Cn1c(CN2CCOCC2)nc2ccccc2c1=O
#18 O=C(NC(CO)Cc1ccc([N+](=O)[O-])cc1)C(Cl)Cl (stereo not given)
#19 CCc1cccc(NC(=S)Nc2cccc3ccccc23)c1
#20 Cc1ccc(S(=O)(=O)NC2CCCCC2)cc1
#21 c1cc(-c2noc(CCC3CCCC3)n2)ccn1
#22 O=C(CCSCCc1ccccn1)Nc1cc(F)ccc1F
#23 CCOC(=O)N1CCN(S(=O)(=O)c2ccc(C)c(C)c2)CC1
#24 CCOc1ccc(NC(=O)c2c(NC(=O)c3cccc(C)c3)sc3c2CCC3)cc1
Assay by compound | 17 | 18 | 19 | 20 | 21 | 22 | 23 | 24
N370S GC | -9.2% | -11.4% | -7.4% | -8.8% | 5.4% | -13.8% | 4.0% | x
FEN1 inhibitor | -3.6% | 5.9% | 7.1% | 17.9% | 3.2% | -8.0%&-5.4% | -17.9% | -9.9%
TDP1 inh | 2.6% | 3.6% | 5.9% | 0.3%&6.5% | -6.6% | 3.8%&0.0% | 2.1% | 1.3%[12.3 µM]

#25 CC12CCC(C(=O)N3CCCCC3)([C@H](Br)C1=O)C2(C)C (stereo not given in full)
#26 CNc1nc(Nc2ccc(C(C)=O)cc2)nc(OC(C(F)(F)F)C(F)(F)F)n1
#27 COCCOC(=O)c1c(C)oc2ccc(OC(=O)c3c(OC)cccc3OC)cc12
#28 Cc1[nH]c(=O)c(C#N)c(C)c1CCC(=O)N(C)CC(=O)Nc1ccc(Cl)c(Cl)c1
#29 CCn1nc(C)c2c(-c3ccccc3)cc(=O)n(C(C)C(=O)Nc3cccc(F)c3)c21 (stereo not given)
#30 Cc1ccc(SCC(=O)N=C2NC(=O)CS2)cc1
#31 CC1CN(C(=O)CSc2nnc3c(Cl)cc(Cl)cn23)CC(C)O1 (stereo not given)
#32 COc1ccc(C(=O)C(C)OC(=O)c2cccc(S(=O)(=O)Nc3cc(Cl)c(OC)cc3OC)c2)cc1 (stereo not given)
Assay by compound | 25 | 26 | 27 | 28 | 29 | 30 | 31 | 32
N370S GC | -6.1% | -4.1% | -10.6% | 0.8% | x | -9.2% | 0.1% | -3.7%
FEN1 inhibitor | -3.4% | -10.8% | -18.0% | 6.1% | -4.4% | -10.7% | -2.4% | 5.3%
TDP1 inh | -5.8% | 1.0% | -2.8% | 10.9%[0.0935 µM] | 5.8% | 2.7% | -2.3% | 6.8%

#33 O=C(COC(=O)CSc1ccc2ccccc2c1)NCc1ccc2c(c1)OCO2
#34 COc1ccc2c(CC(=O)N3CCc4cc(OC)c(OC)cc4C3)coc2c1
#35 Cn1cnnc1SC(C(=O)Nc1cc(Cl)cc(Cl)c1)c1ccccc1 (stereo not given)
#36 O=C(Cn1cc(C(=O)C2CC2)c2ccccc21)NCc1ccccc1
#37 Cc1ccc(NC(=O)c2cc(=O)[nH]c3ccccc23)cc1
#38 CC1=N/C(=C\c2ccc(OC(C)C)cc2)C(=O)N1c1ccc(C(=O)O)cc1
#39 COc1ccc(C(=O)NC(=S)NC(C)C)cc1Br
#40 CC(CN1CCCCC1)OC(=O)c1ccc2c(c1)OCCO2 (stereo not given)
Assay by compound | 33 | 34 | 35 | 36 | 37 | 38 | 39 | 40
N370S GC | 4.7% | -0.1% | 12.5% | 0.6% | -2.2% | 2.2% | 24.1% | -10.9%
FEN1 inhibitor | -12.0% | -5.1% | -1.9% | -12.3% | 17.2% | -11.4% | -11.4% | 1.7%
TDP1 inh | 0.0% | 4.9% | 5.3% | -1.7% | x | -2.7% | -2.0% | x

#41 CC/C(C)=N\N=C\c1c(O)n(CC)c2cc(C3=NNC(=O)CC3)ccc12
#42 CCc1nn(-c2cc(Cl)ccc2OC)c2c1C(=O)CCC2
#43 CN(C)CCNC(=S)Nc1ccc(Cl)cc1
#44 O=C(O)CN(c1ccc2c(c1)OCCO2)S(=O)(=O)c1ccccc1
#45 O=C(NCCCN1CCCC1=O)c1cc2nc(-c3ccco3)cc(C(F)(F)F)n2n1
#46 Cc1ccc(SCC(=O)OCC(=O)NCC2CCCCC2)cc1C
#47 COc1ccc([N+](=O)[O-])cc1NC(=O)COC(=O)c1ccccc1O
#48 COc1ccc(CNCc2c(C(=O)O)c(C)n(Cc3ccccc3C)c2C)cc1OC
Assay by compound | 41 | 42 | 43 | 44 | 45 | 46 | 47 | 48
N370S GC | -1.2% | 7.5% | -5.7% | 3.0% | u | -13.3% | 1.7% | x
FEN1 inhibitor | -16.1% | -2.5% | -9.3% | 1.7% | 11.6% | -11.3% | -6.8% | 11.1%
TDP1 inh | 12.0%[56.1 µM] | 4.9% | -2.6% | 0.0% | -0.1% | x | 0.0% | 5.1%

2 compounds picked at random from those above, as already listed:
#47 COc1ccc([N+](=O)[O-])cc1NC(=O)COC(=O)c1ccccc1O
#42 CCc1nn(-c2cc(Cl)ccc2OC)c2c1C(=O)CCC2
Assay by compound | 47 | 42
N370S GC | 1.7% | 7.5%
FEN1 inhibitor | -6.8% | -2.5%
TDP1 inh | 0.0% | 4.9%

Reformatted with tabs: entries from further up
nr	mol	N370S GC	FEN1 inhibitor	TDP1 inh
42	CCc1nn(-c2cc(Cl)ccc2OC)c2c1C(=O)CCC2	7.5%	-2.5%	4.9%
43	CN(C)CCNC(=S)Nc1ccc(Cl)cc1	-5.7%	-9.3%	-2.6%
44	O=C(O)CN(c1ccc2c(c1)OCCO2)S(=O)(=O)c1ccccc1	3.0%	1.7%	0.0%
45	O=C(NCCCN1CCCC1=O)c1cc2nc(-c3ccco3)cc(C(F)(F)F)n2n1	u	11.6%	-0.1%
46	Cc1ccc(SCC(=O)OCC(=O)NCC2CCCCC2)cc1C	-13.3%	-11.3%	x
47	COc1ccc([N+](=O)[O-])cc1NC(=O)COC(=O)c1ccccc1O	1.7%	-6.8%	0.0%

(list continues)
#49 COc1ccccc1Nc1nnc(C)c(=O)[nH]1
#50 COc1ccc(CC(NC(C)=O)C(=O)NC2CCN(C(=O)c3cnccn3)CC2)cc1 (stereo not given)
#51 COc1ccccc1C(=O)N1CC(=O)Nc2ccc(F)cc2C1c1ccccc1 (stereo not given)
#52 CC1(C)CC(NC(=O)c2ccc(Cl)cc2)CC(C)(C)N1
#53 COCCNC(=S)N(CCc1c(C)[nH]c2ccc(F)cc12)Cc1ccc(C)cc1
#54 Cc1cccc(C(c2sc3nc(-c4ccco4)nn3c2O)N2CCN(c3ccccc3F)CC2)c1 (stereo not given)
#55 Nc1ncncc1-c1ccc(Cl)cc1
#56 COC(=O)[C@]1(C)CCC[C@@]2(C)C3CC[C@@]4(C)C[C@]3(CCC21)CC(=O)N4C (stereo not given in full)
Assay by compound | 49 | 50 | 51 | 52 | 53 | 54 | 55 | 56
N370S GC | -8.9% | -15.5% | -0.6% | -2.9% | 4.1% | x | 7.1% | x
FEN1 inhibitor | -3.4% | -0.1% | -3.1% | 3.9% | -5.9% | 0.1% | -0.7% | 10.6%
TDP1 inh | 1.1% | -2.0% | x | 4.4% | x | 7.8% | 5.2% | 2.1%

#57 COc1ccc(C(C)(C)C)cc1NC(=O)CN1C(=O)C(=O)N(Cc2ccco2)C1=O
#58 Cc1ccc(NC(=O)COC(=O)/C=C/c2cccc(Cl)c2)cc1S(=O)(=O)N1CCOCC1
#59 O=C(Nc1ccccc1)c1c2c(nc3ccccc13)CCCC2
#60 CCOc1ccc(-c2cnc3n2CCC3)cc1
#61 CCCNC(=O)C1CCC(CNS(=O)(=O)c2ccc3c(c2)N(C(C)=O)CCO3)CC1 (stereo not given)
#62 CCS(=O)(=O)N1CCc2cc(C(=O)N3CCN(c4ccc(OC)cc4)CC3)ccc21
#63 Cc1ccc(C(=O)OCC(=O)N2CCOCC2)cc1
#64 O=C(CN(C(=O)CNS(=O)(=O)c1ccc(F)cc1)C1CCCC1)NCc1ccco1
Assay by compound | 57 | 58 | 59 | 60 | 61 | 62 | 63 | 64
N370S GC | x | 1.2% | 3.2% | 0.3% | 5.7% | x | 1.4% | 2.3%
FEN1 inhibitor | -8.5% | -15.5% | -1.0% | 6.1% | -6.3% | -23.3% | -0.9% | 0.3%
TDP1 inh | 3.8% | 0.0% | 5.9% | 3.6% | 1.3% | 11.4% | -2.7% | x

#65 Cc1ccc(OCC(=O)N(C)CC(=O)Nc2cccc(F)c2)cc1
#66 CCn1cc(C(=O)OCC(=O)Nc2cc(S(=O)(=O)N(C)C)ccc2C)c(=O)c2ccc(C)nc21
#67 COc1ccc(CCNC(=O)/C(=C/c2cccnc2)NC(=O)c2ccccc2)cc1
#68 c1ccc(Nc2ccccc2)cc1
#69 CC1(C)c2ssc(=S)c2-c2ccccc2N1C(=O)CSC1=NCCS1
#70 COc1cccc(-n2c(=O)c3c(C)c(C(=O)N(C)C)sc3n(Cc3ccc(F)cc3Cl)c2=O)c1
#71 Cc1ccc(-c2c[n+](Cc3cccc(Cl)c3)c3n2CCC3)cc1
#72 CC(Cc1ccco1)NC(=O)c1cccc(S(=O)(=O)N(C)C)c1 (stereo not given)
Assay by compound | 65 | 66 | 67 | 68 | 69 | 70 | 71 | 72
N370S GC | -0.5% | -28.6% | -19.3% | -2.3%&9.6% | 9.8% | x | -10.5% | -0.2%
FEN1 inhibitor | 3.1% | -13.9% | -6.3% | -14.2% | -17.9% | 15.3% | -1.4% | 0.2%
TDP1 inh | 2.2% | 2.0% | -1.2% | -14.8%&7.6% | 13.9% | 4.4% | x | x

#73 C[C@H]1C=CC(=O)O[C@H]1c1ccccc1
#74 CC1CCN(C(=O)c2[nH]cnc2C(=O)Nc2ccccc2)CC1
#75 O=C(Nc1cccc2ncccc12)C(c1ccccc1)c1ccccc1
#76 COCc1ccc(C(=O)Nc2ccc(C(=O)O)cc2)o1
#77 CCOc1ccccc1NS(=O)(=O)c1ccc(N2CCCCS2(=O)=O)cc1
#78 CSc1nnc(SCc2nc3sc(C(=O)O)c(C)c3c(=O)[nH]2)s1
#79 CC1CCc2c(sc(NC(=O)c3ccc(Cn4cc(Br)cn4)o3)c2C(N)=O)C1 (stereo not given)
Assay by compound | 73 | 74 | 75 | 76 | 77 | 78 | 79
N370S GC | -9.8% | x | -1.0% | -8.6% | x | -19.4% | -0.1%
FEN1 inhibitor | -6.3%&-2.6% | 0.9% | -1.4% | 12.0% | -3.8% | 20µM* | -3.9%
TDP1 inh | 3.8% | 3.1% | 0.0% | -0.6% | 6.2% | 22.4µM* | -5.3%

Bioassay records (PubChem BioAssay)
